Bioassay records: PubChem BioAssay, National Center for Advancing Translational Sciences (NCATS)
KCNH2 3.1 inh = blocks the human KCNH2 3.1 channel isoform; U2OS KCNH2 3.1, thallium flux FluxOr; hits give low values; activity change, % (tested at about 1.8 µM); hit rate 0.95% among 340,000;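 active = maximum activity change below -70%; inconclusive = maximum activity change from -70% to -50%; inactive = maximum activity change above -50%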;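 also: thallium influx rate constant from kinetic fluorescence after stimulation buffer; % is scaled to controls: 0 for no effect and ±100 for the full control effect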
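Normalized rate constant (relative to positive and negative DMSO controls) derived from a 2 min kinetic fluorescence read after stimulation; U2OS cells expressing the 3.1 isoform via virus at 1.77 x 10^8 /mL.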
NPC1 promoter act = activates the NPC1 promoter; Huh7 NPC1 promoter luciferase reporter, 24 h; Potency, µM (highest dose often 9.22 µM), inactives show at the highest dose activation, usual class: activators; hit rate 2.4% among 320,000; AID 485313;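 also: potency is read from the fitted curve at half-maximal effect; % of control where 0% means no effect; nearly all actives have a fitted effect of over 60% in size; reporter is driven by a mutant NPC1 promoter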
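Stable NPC1-promoter luciferase Huh7 line; cpd (DMSO) 24 h, 37 °C, 5% CO2; Amplite luciferase reagent 10 min RT; luminescence readout. qHTS format.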
ELG1 genotox = inducers of genotoxicity in HEK293T ELG1-luciferase cells; HEK293T ELG1-luciferase reporter, luminescence, 16 h; Potency, µM (series often up to 46 µM), inactives show at the highest dose activity change, positive = activation, usual class: activators; hit rate 1.3% among 330,000; also: potency is read from the fitted curve at half-maximal effect; % of control where 0% means no effect; nearly all actives have a fitted effect of over 60% in size
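DMSO vehicle served as control against compound-treated ELG1-luciferase HEK293T cells; exposure lasted 16 hr at 37 °C and 5% CO2, followed by ONE-Glo luminescence detection after 30 min.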
uPA surface inh = cell surface uPA generation inhibition. cell surface uPA generation assay, qHTS. Potency, µM (titrated, usually from 38.3 µM), for the others: at the top dose activity change, negative = inhibition, most hits filed as inhibitors. hit rate 0.31% among 330,000. AID 540303; active = well fitted inhibition curve with a large enough effect; inconclusive = small, poorly fitted or top-dose-only effect; inactive = no such curve, though single readings can be large or run the other way; tested in mouse RAW 264.7 cells; also: potency is read from the fitted curve at half-maximal effect; % is scaled to controls: 0 for no effect and ±100 for the full control effect; nearly all actives have a fitted effect of over 55% in size
Rab9 prom act = Rab9 promoter activation. Potency, µM (top dose mostly 9.22 µM), for inactives: at the top dose activation, negative = inhibition, actives largely listed as activators. Huh7 Rab9 promoter-luciferase reporter, luminescence, 24 h. hit rate 2.8% among 320,000. AID 485297; also: potency is read from the fitted curve at half-maximal effect; % of control where 0% means no effect; nearly all actives have a fitted effect of over 60% in size
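Quantitative HTS format; Huh7 Rab9-luciferase reporter cells (1500/well) receive compound 2 h post-plating, incubate 24 h at 37 °C, then get luciferase reagent for 10 min before luminescence reading.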
FLuc modulator = counter-screen for miR-21 project: firefly luciferase inhibitors or activators; AID 588342; P08659; purified FLuc, Km substrates, luminescence inhibition; Potency, µM (series often up to 57.5 µM), inactives show top-dose activity change, negative = inhibition, usual class: inhibitors; hit rate 6.9% among 360,000;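 also: potency is read from the fitted curve at half-maximal effect; plate controls were vehicle for no effect and reference inhibitor for full effect; nearly all actives have a fitted effect of over 55% in size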
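Purified P. pyralis luciferase, 10 nM final, with Km-level 10 uM D-luciferin and 10 uM ATP in 50 mM Tris acetate pH 7.5, 10 mM Mg acetate, 0.01% Tween-20, 0.05% BSA; 6-point qHTS titration about 60 µM downward; luminescence read.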
Tb PFK inh = inhibitors of T. brucei phosphofructokinase; O15648; T. brucei PFK, ADP-Glo luminescence; hit rate 0.17% among 330,000; Potency, µM (doses to about 57.5 µM), without a hit: top-dose activity, negative = inhibition, usual class: inhibitors;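 also: potency is read from the fitted curve at half-maximal effect; 0% = uninhibited 1x PFK enzyme wells and -100% = no-enzyme wells; nearly all actives have a fitted effect of over 60% in size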
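1.25 nM PFK with 0.5 mM F6P and 0.1 mM ATP in 0.1 M TEA pH 8.0, 5 mM MgCl2, incubated 45 min at room temperature; ADP measured by ADP-Glo luminescence; compounds titrated up to 57 uM.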
Coupling enz = inhibits coupling enzyme system, counter-screen for aldolase hits; activity change, negative = inhibition, % at 58.2 µM, hits read low; coupling enzyme system counterscreen, AmpLite Red fluorescence; hit rate 0.67% among 290,000; in the data active = activity change below about -30%; also: % is scaled to controls: 0 for no effect and ±100 for the full control effect
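Coupling enzymes only (glyceraldehyde-3-phosphate) + compound, at 57.5 uM final, 10 min RT; add substrate/coupling/AmpLite Red mix, 20 min RT; fluorescence ex 525/em 598 nm. Actives flag coupling-system interference.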
VP16 counter = counter-screen for ROR gamma inhibitors: Gal4-VP16 reporter; Potency, µM (doses to about 53.6 µM), for the others: top-dose activity, negative = inhibition, actives largely listed as inhibitors; hit rate 3.5% among 310,000; AID 2546; Drosophila S2 Gal4-VP16 UAS-luciferase, luminescence, 20 h;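 also: Gal4-VP16 expression switched on by copper sulfate through the metallothionein promoter; potency is read from the fitted curve at half-maximal effect; % is scaled to controls: 0 for no effect and ±100 for the full control effect; nearly all actives have a fitted effect of over 50% in size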
Giardia killer = kills Giardia lamblia | Giardia lamblia trophozoite viability | activity change, % at 7.66 µM, hits read low | hit rate 0.15% among 340,000 | AID 540267; in the data active = activity change below about -80%; inconclusive = between about -30% and that limit;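 also: parasites exposed to compound for two days anaerobically before the ATP read; % is scaled to controls: 0 for no effect and ±100 for the full control effect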
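Giardia lamblia trophozoites (100 cells/well) were incubated with compounds for 48 h at 37 deg C under anaerobic conditions. Viability was read as ATP content by one-step luminescence after 15-30 min at room temperature.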
RORgamma inh = inhibitors of mouse ROR gamma transcriptional activity; P51450; Drosophila S2 Gal4-RORgamma UAS-luciferase reporter, 20 h; Potency, µM (top dose mostly 53.6 µM), for inactives: at the highest dose activity change, negative = inhibition, actives largely listed as inhibitors; hit rate 5.4% among 310,000; also: potency is read from the fitted curve at half-maximal effect; % is scaled to controls: 0 for no effect and ±100 for the full control effect; nearly all actives have a fitted effect of over 60% in size
Target sequence (P51450 whole entry, looked up, the tested form may be a part): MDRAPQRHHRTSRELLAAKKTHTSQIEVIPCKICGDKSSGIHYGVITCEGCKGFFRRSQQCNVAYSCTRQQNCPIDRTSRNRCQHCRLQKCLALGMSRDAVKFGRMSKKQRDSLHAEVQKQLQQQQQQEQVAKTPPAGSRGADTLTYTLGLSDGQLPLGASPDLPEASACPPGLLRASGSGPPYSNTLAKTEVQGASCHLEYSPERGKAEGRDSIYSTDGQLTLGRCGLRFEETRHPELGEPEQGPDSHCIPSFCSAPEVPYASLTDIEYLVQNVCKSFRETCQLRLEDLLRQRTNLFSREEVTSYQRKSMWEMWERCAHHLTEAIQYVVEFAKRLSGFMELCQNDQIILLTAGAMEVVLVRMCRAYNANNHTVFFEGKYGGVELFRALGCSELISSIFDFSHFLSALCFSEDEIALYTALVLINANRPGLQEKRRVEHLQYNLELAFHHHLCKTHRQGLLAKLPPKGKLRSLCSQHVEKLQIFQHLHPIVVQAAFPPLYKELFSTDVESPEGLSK
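Stably transfected Drosophila Schneider cells are the test system, with ROR gamma fused to Gal4 and luciferase under UAS control; luminescence is read after 20 hr of 700 uM copper sulfate induction at ambient temperature.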
Numbers without * were called inactive; ? = inconclusive; · = no result given; & = joins results of further samples; [ ] = another dose, or the depositor's remark. Unless noted, calls follow the shape of the dose curve; as a rule, active = well fitted curve in the direction sought with a large enough effect; inconclusive = small, poorly fitted or top-dose-only effect, or another doubt; inactive = no such curve, though single readings can be large; an effect the other way counts as inactive or inconclusive.

SMILES	KCNH2 3.1 inh	NPC1 promoter act	ELG1 genotox	uPA surface inh	Rab9 prom act	FLuc modulator	Tb PFK inh	Coupling enz	VP16 counter	Giardia killer	RORgamma inh
CC(NC(=O)C1CCN(S(=O)(=O)c2cccs2)CC1)c1cccc(Cl)c1 (stereo unspecified)	12	-4%	0%	-1%	0%	·	-2%	·	·	-9	·
CCCNS(=O)(=O)c1ccc(CCC(=O)N2CCCCC2)cc1	4	11%	2%	1%	-5%	1%	1%	0	4%	1	-8%
COc1cc2[nH]c(=O)n(Cc3ccc(C(=O)NC4CCN(Cc5ccccc5)CC4)cc3)c(=O)c2cc1OC	-8	-30%	3%	9%	1%	7%	-7%	2	6%	-8	6%
c1ccc2c(c1)OCC(c1csc3ncnc(N4CCOCC4)c13)O2 (stereo unspecified)	-18	-3%	-13%	0%	9%	1%	2%	0	-9%	11	4%
Cc1ccc(N(C)S(=O)(=O)c2cccc(C(=O)OCC(=O)c3c(N)n(C)c(=O)n(C)c3=O)c2)cc1	1	·	-11%	-12%	·	·	1%	·	·	-12	·
O=C(CSc1nncs1)Nc1ccc2c(c1)OCCO2	0	?	15µM*	-10%	?	?	3%	0	-5%	-10	3%
CC(C)C[C@@H](C)C(=O)N(Cc1ccccc1)c1ccccc1	6	-2%	-1%	2%	1%	5%	1%	·	·	-9	·
Cn1nc(C(=O)N2CCCc3ccccc32)c2ccccc2c1=O	13	-7%	-4%	-27%	0%	4%	0%	0	3%	-13	-9%
CC(C)OP(=O)(c1ccc(N(C)C)cc1)C(Nc1ccccc1)c1cccnc1 (stereo unspecified)	-2	-4%	-1%	-2%	-5%	0%	-1%	0	?	14	26%
COc1ccc(C(=O)NC(C(=O)NCc2ccccn2)C(C)C)cc1 (stereo unspecified)	-1	-3%	8%	1%	-5%	12%	-9%	3	-1%	-4	10%
CCOC(=O)c1cc(C(C)(C)C)oc1CN	4	2%	0%	-2%	-5%	8%	5%	0	-3%	-10	-9%
COc1ccc(C)c2sc(N(CCCN(C)C)C(=O)CS(=O)(=O)c3ccc(F)cc3)nc12	6	2%	-7%	1%	-4%	0%	-1%	·	·	-14	·
CCOCCOC(=O)C1=C(C)N(C)C(=O)NC1c1ccccc1F (stereo unspecified)	15	-1%	1%	1%	-4%	6%	1%	1	1%	-6	-6%
CCOC(=O)CN1C(=O)C(O)(c2c(C)[nH]c3ccccc23)c2ccccc21 (stereo unspecified)	13	1%	-5%	5%	8%	3%[2.3 µM]	-6%	-30*	4%	10	5%
O=C(CCCN=C1NS(=O)(=O)c2ccccc21)OCC(=O)c1ccccc1	-10	-7%	0%	4%	0%	?	-2%	·	·	-10	·
Cc1ccccc1C(=O)/C(C#N)=N/Nc1c(C)n(C)n(-c2ccccc2)c1=O	9	-12%	9%	-8%	-22%	4%	5%	0	20µM*	-8	8.9µM*
NC(=O)COC(=O)c1ccccc1Nc1ccc(SC(F)F)cc1	-3	9%	3%	-17%	4%	?	0%	0	7%	8	27%
Cn1c(=O)c2ccccc2n(Cc2cccc(F)c2)c1=O	-29	-4%	0%	-11%	-3%	-2%	0%	-2	0%	26	?
O=C(c1ccc(=O)oc1)N1CCN(C(c2ccccc2)c2ccccc2)CC1	8	1%	0%	·	1%	2%	3%	0	-2%	-11	0%
BrCCOCCOc1ccc2ccccc2c1	-7	?	?	1%	?	15µM*	-1%	0	?	-9	-7%
CC(C)C(=O)NC(c1ccco1)c1c(O)ccc2ccccc12 (stereo unspecified)	-14	1%	0%	·	-4%	3%	-6%	-1	-7%	-5	25%
O=C(Nc1c[nH]c(=O)[nH]c1=O)c1cccc(F)c1	-8	3%	0%	0%	6%	-1%	-2%	-2	-1%	-15	11%
COc1ccccc1OCC#CCNC1CCCCC1C (stereo unspecified)	15	-6%	-6%	-22%	-11%	1%	-4%	-1	-8%	11	11%
O=C1[C@H]2[C@@H](c3ccc(F)cc3)N3C(=O)N(c4cccc(Br)c4)C(=O)[C@@]3(Cc3ccc(Cl)cc3)[C@H]2C(=O)N1C1CCCCC1	·	-13%	-3%	15%	-10%	3%	-3%	0	0%	-2	18%
CCC(C)(c1nnnn1-c1c(C)cccc1C)N(N=O)c1cccc(C(F)(F)F)c1 (stereo unspecified)	-6	2%	-1%	1%	-5%	9%	-2%	-5	-7%	9	25%

Next part.
SMILES	KCNH2 3.1 inh	NPC1 promoter act	ELG1 genotox	uPA surface inh	Rab9 prom act	FLuc modulator	Tb PFK inh	Coupling enz	VP16 counter	Giardia killer	RORgamma inh
CCN(CC(=O)NCc1ccc(Cl)cc1)C(=O)c1cc(S(=O)(=O)N2CCOCC2)ccc1C	-8	·	-2%	-3%	·	·	2%	·	·	7	·
COc1ccccc1CC(NC(C)=O)C(=O)NC1CCN(C(=O)c2ccc(C)cc2)CC1 (stereo unspecified)	4	2%	0%	-1%	5%	0%	1%	-1	0%	-15	-26%
O=C(C[n+]1cccc(/C=N/O)c1)N1CCCc2ccccc21	-30	-7%	-10%	-3%	0%	-2%	0%	6	0%	24	12%
CCOC(=O)C1CCN(c2c(-c3ccccc3)c3cc(Cl)ccc3[nH]c2=O)CC1	24	-1%	4%	-10%	11%	-2%	1%	3	-5%	5	1%
COc1cc(NS(=O)(=O)c2ccc(Cl)cc2)c(C(=O)O)cc1OC	-16	0%	-4%	6%	-4%	-6%	2%	-8	-1%	-26	-4%
CC(=O)NC(CCS(C)(=O)=O)C(=O)Nc1ccccc1Cl (stereo unspecified)	21	2%	-3%	4%	4%	6%	2%	2	-3%	6	-24%
CCOc1ccc(/C(O)=C2/C(=O)C(=O)N(Cc3cccnc3)C2c2ccc(N(C)C)cc2)c(C)c1 (stereo unspecified)	3	-3%	2%	-14%	-3%	4%	2%	5	-7%	-10	11%
O=C(CNC(c1ccccc1)c1ccccc1)Nc1cc([N+](=O)[O-])ccc1Cl	3	-2%	-7%	7%	-4%	1%	-2%	-3	-17%	4	?
Cc1ccc(CNS(=O)(=O)c2ccc(-c3cnc(C4CC4)o3)cc2)cc1	-89*	5%	-5%	0%	3%	0%&-11%	-6%	·	3%	-9	0%
COc1ccc(OC)c(N2CC(O)(c3cccs3)[N+]3=C2SCCC3)c1 (stereo unspecified)	-12	-4%	-7%	-7%	-4%	-3%	-1%	1	-10%	-12	0%
c1ccc(C2C/C(=N\N3CCOCC3)c3ccccc3O2)cc1 (stereo unspecified)	-2	-2%	5%	1%	8%	-2%	-2%	-1	16%	9	23%
CN1CCCN(C(=O)c2cc(=O)[nH]c3ccccc23)c2nc3ccccc3nc21	-1	4%	0%	3%	-8%	-1%	-2%	-10	-5%	9	?
O=C(CCS(=O)(=O)c1cccs1)N1CCCC1	1	?	13%	-2%	?	?	2%	0	0%	3	11%
